Myeloid diff MLP: compounds promoting myeloid differentiation; ER-HoxA9 myeloid progenitors, lysozyme-GFP differentiation, flow cytometry; calls only at 10 µM; 1% of 360,000 active;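 active = normalized GFP-positive differentiation at or above the plate's own cutoff, the solvent-only control mean plus 3 SD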;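 note: cells exposed to compound for four days before flow analysis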
NTR1 agonist: agonists of NTR1, primary screen, imaging, U2OS cells, beta-arrestin-GFP, high content (AID 493036). P30989. NTR1-U2OS beta-arrestin-GFP spot imaging, agonist mode. activation, % at 20 µM. 0.17% of 330,000 active;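 active = activation at or above 40% of the spot to cytoplasm intensity ratio, with at least 20 cells analyzed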;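 note: 0% = DMSO without peptide and 100% = 100 nM NTR1 peptide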
Target sequence (P30989 whole entry, looked up): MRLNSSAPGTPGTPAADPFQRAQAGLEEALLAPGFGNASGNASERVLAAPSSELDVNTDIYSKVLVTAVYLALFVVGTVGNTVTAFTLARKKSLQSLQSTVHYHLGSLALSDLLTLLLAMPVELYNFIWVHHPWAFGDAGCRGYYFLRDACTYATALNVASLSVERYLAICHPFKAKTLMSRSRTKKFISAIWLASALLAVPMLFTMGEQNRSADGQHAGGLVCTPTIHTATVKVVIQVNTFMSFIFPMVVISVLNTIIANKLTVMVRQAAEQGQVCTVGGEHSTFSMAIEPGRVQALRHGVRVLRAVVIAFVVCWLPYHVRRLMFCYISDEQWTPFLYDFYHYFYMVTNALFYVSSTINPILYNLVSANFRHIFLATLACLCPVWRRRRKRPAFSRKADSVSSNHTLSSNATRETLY
MgcRacGAP inhibition: MgcRacGAP GTPase-activating activity inhibitors, confirmation, biochemical, ADP Hunter fluorescence. MgcRacGAP-stimulated Rac1 GTP hydrolysis, ADP Hunter fluorescence; higher % means a stronger effect; GST-tagged Rac1 F28L mutant substrate. inhibition, % at 30 µM; hits with a dose series show IC50 in µM. 0.6% of 340,000 active. AID 624330;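 active = first-screen hits whose inhibition reached a set limit at any dose in the follow-up dose series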;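 note: fluorescence reports GDP produced by GAP-driven GTP hydrolysis; strong numbers were not always called active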
NTR1 agonist cell count 20 µM: further read-out of NTR1 agonist, marked with its call; cell count; measured here: cell count, cytotoxicity flag
Myeloid diff MLP GFP+ MAC1+ %: also measured in Myeloid diff MLP; calls as there; GFP+ MAC1+ double positive, %; measured here: differentiation confirmed by MAC1 staining
An asterisk follows results filed as active; i = inactive. Some of the compounds tested; count on the stated rates, not on these rows.

SMILES | Myeloid diff MLP | Myeloid diff MLP GFP+ MAC1+ % | NTR1 agonist | NTR1 agonist cell count 20 µM | MgcRacGAP inhibition
Cc1ccc(S(=O)(=O)N2CCCCC2)cc1NC(=O)CCN1C(=O)C2CC=CCC2C1=O (stereo not drawn) | i | 0.5 | -2.1 | 94 | 4%
COc1ccc(NC(=O)CSc2nnc(C)n2N)cc1S(=O)(=O)N1CCCCC1 | i | 0.4 | -1.8 | 64 | 1%
C#CCOCCOCCOCCNc1nc(N2CCOCC2)nc(N2CCN(C(=O)[C@H](CCCN=C(N)N)n3cc(C(N)[C@@H](C)CC)nn3)CC2)n1 (stereo partly drawn) | i | 0.4 | -2.5 | 54 | 11%
CCCCC(=O)NCCc1cc2c(C)ccc(C)c2[nH]c1=O | i | 2.1 | -1.9 | 48 | 2%
O=C(Cn1cnc2scc(-c3ccc(F)cc3)c2c1=O)NCC(c1ccco1)N1CCCC1 (stereo not drawn) | i | 0.8 | 0.2 | 61 | 1%
COc1ccc2c(c1)OC[C@H]1[C@@H]2N2C(=O)[C@@H](C)NC(=O)[C@@]2(C)[C@H]1c1ccccc1 | i | 2.3 | -0.3 | 68 | 11%
O=C(Nc1ccc(Cl)c(S(=O)(=O)N2CCOCC2)c1)c1ccc2c(c1)OCO2 | i | 1.4 | 2.8 | 43 | -3%
CCCn1nc(C(=O)Nc2ccc3c(c2)OCCO3)c2ccccc2c1=O | i | 0.6 | -1.6 | 58 | 7%
CC(=O)c1ccc(OCC(=O)OCc2cc(-c3ccco3)on2)cc1 | i | 1.2 | 1.3 | 58 | 0%
O=C(COC(=O)c1ccncc1)Nc1cc(S(=O)(=O)N2CCOCC2)ccc1Cl | i | 0.3 | 0.2 | 56 | -5%
Cc1ccsc1C(=O)NNC(=O)c1cccc(S(=O)(=O)N2CCCC2)c1 | i | 0.2 | -1.3 | 64 | 7%
CCOc1ccc(S(=O)(=O)Nc2cccc(C(=O)NCC(c3ccco3)N3CCCC3)c2)cc1 (stereo not drawn) | i | 1.1 | 5.2 | 67 | 3%
O=C(NCCN1CCN(C(=O)c2cccc(OC(F)F)c2)CC1)c1cccc(OC(F)F)c1 | i | 1.5 | 1.0 | 96 | 6%
Cc1ccc(C(=O)N(C)Cc2nc3ccccc3c(=O)[nH]2)cc1NC(=O)c1ccco1 | i | 0.6 | -0.7 | 63 | 7%
Cc1noc(C)c1NC(=O)N(C)C[C@H]1Oc2ccc(NC(=O)Nc3ccc(C(F)(F)F)cc3)cc2C(=O)N([C@H](C)CO)C[C@@H]1C | i | 2.0 | -1.2 | 59 | 8%
COCC(C)n1c(SCC(=O)NC(=O)NCc2ccccc2)nc2ccccc2c1=O (stereo not drawn) | i | 0.5 | 1.4 | 50 | -8%
O=S(=O)(Nc1ccc(S(=O)(=O)N2CCCC2)cc1)c1ccccc1Br | i | 0.7 | -2.2 | 61 | 2%
C[C@H](CO)N1C[C@H](C)[C@@H](CN(C)S(=O)(=O)c2ccccc2)Oc2c(NC(=O)Cc3ccccc3)cccc2C1=O | i | 0.0 | -0.8 | 43 | 4%
O=C(COC(=O)C1CC2CCCC(C1)C2=O)Nc1ccc(Cl)cn1 (stereo not drawn) | i | 0.7 | -3.3 | 52 | 3%
O=C(NNC(=O)c1ccccc1-n1cccc1)c1cncc(Br)c1 | i | 0.2 | -2.0 | 53 | 3%
O=C1C=C(c2ccccc2Oc2ccccc2)C[C@@H](c2ccc3c(c2)OCO3)C1 | i | 0.3 | 2.8 | 59 | 11%
NC(=O)c1cc[n+](CC(=O)NC(=O)Nc2ccccc2)cc1 | i | 0.1 | 1.8 | 51 | 1%
O=C(CSc1nccc2ccccc12)N1CCN(Cc2ccc3c(c2)OCO3)CC1 | i | 0.8 | 0.7 | 55 | 7%
Nc1ncnc2c1ncn2[C@@H]1O[C@H](CNC(=O)[C@H](N)Cc2cscn2)[C@@H](O)[C@H]1O | i | 0.1 | 0.2 | 73 | 6%
COc1cc(C2CC(=O)Oc3cc(C)c(Br)c(C)c32)cc(OC)c1OC (stereo not drawn) | i | 0.6 | 2.9 | 50 | 5%

In the list so far, 3 contain an aryl methoxy group:
SMILES | Myeloid diff MLP | Myeloid diff MLP GFP+ MAC1+ % | NTR1 agonist | NTR1 agonist cell count 20 µM | MgcRacGAP inhibition
COc1ccc(NC(=O)CSc2nnc(C)n2N)cc1S(=O)(=O)N1CCCCC1 | i | 0.4 | -1.8 | 64 | 1%
COc1ccc2c(c1)OC[C@H]1[C@@H]2N2C(=O)[C@@H](C)NC(=O)[C@@]2(C)[C@H]1c1ccccc1 | i | 2.3 | -0.3 | 68 | 11%
COc1cc(C2CC(=O)Oc3cc(C)c(Br)c(C)c32)cc(OC)c1OC (stereo not drawn) | i | 0.6 | 2.9 | 50 | 5%

Next section.
SMILES | Myeloid diff MLP | Myeloid diff MLP GFP+ MAC1+ % | NTR1 agonist | NTR1 agonist cell count 20 µM | MgcRacGAP inhibition
CN(Cc1cccs1)C(=O)c1cc(S(=O)(=O)N2CCOCC2)ccc1F | i | 0.3 | 0.2 | 69 | 5%
COc1ccccc1-c1nnc(SCC(=O)NC2CC2)n1C | i | 0.3 | -0.3 | 54 | 7%
N#Cc1cc([N+](=O)[O-])ccc1NC(=O)COC(=O)CN1C(=O)C2CCCCC2C1=O (stereo not drawn) | i | 0.8 | -2.6 | 53 | -3%
COc1ccc(C(=O)COC(=O)c2ccc(Cl)nc2)cc1OC | i | 0.7 | -1.0 | 57 | -5%
Cc1ccc(NC(=O)CCC(=O)N2CCC(c3ccccc3)=N2)cc1S(=O)(=O)N1CCCCC1 | i | 1.1 | 4.9 | 79 | 7%
CCOC(=O)C1=C(COC(=O)CSc2ccc(C)cc2C)NC(=O)NC1C (stereo not drawn) | i | 1.0 | 0.5 | 72 | 4%
COc1cccc(NC(=O)CN(C)C(=O)c2ccc(S(=O)(=O)Nc3ccccc3F)cc2)c1 | i | 0.7 | -1.0 | 82 | 11%
COc1ccc2c(CC(=O)NNC(=O)c3ccc(O)cc3)coc2c1 | i | 1.2 | 2.6 | 58 | 3%
CCOc1cc(C(=O)NCCCNC(=O)c2cc(OCC)c(OCC)c(OCC)c2)cc(OCC)c1OCC | i | 0.6 | -0.1 | 48 | -3%
CN1CCN(S(=O)(=O)c2cccc(C(=O)Nc3sccc3C#N)c2)CC1 | i | 1.0 | -1.9 | 82 | 8%
O=C(Nc1ccc(SC(F)F)cc1)C1=CC=CN2CCS(=O)(=O)N=C12 | i | 1.1 | -0.6 | 68 | 4%
Cc1cc(NC(=O)CSCC(=O)N2CCN(c3cccc(C)c3C)CC2)no1 | i | 0.1 | 0.7 | 54 | 3%
Cc1cccc(C(C)C)c1NC(=O)CSc1cccc[n+]1[O-] | i | 1.1 | 0.9 | 61 | -2%
COCCN1C(=O)c2oc3cc(C)c(C)cc3c(=O)c2C1c1cccc(O)c1 (stereo not drawn) | i | 0.8 | 4.0 | 66 | 9%
S=C(NCc1ccccc1)N1CCN(C(=S)NCc2ccccc2)CC1 | i | 0.6 | -1.8 | 74 | 7%
C=C(C)C(=O)OCC(C)C | i | 0.9 | 0.6 | 52 | 7%
CCc1noc(C)c1C(=O)OC(C)C(=O)Nc1ccc(Cl)cn1 (stereo not drawn) | i | 0.8 | -0.2 | 58 | 6%
Cc1ccc(CNC(=O)CCNC(=O)c2ccc([N+](=O)[O-])cc2)cc1 | i | 0.1 | 0.8 | 59 | 2%
CC(C)[C@H](NC(=O)c1cccc(CN(Cc2ccccc2)C(=O)c2ccccc2)c1)C(=O)O | i | 0.4 | 0.2 | 61 | 3%
Cc1cc(C)n2nc(SCC(=O)N3CCC(C)CC3)nc2n1 | i | 0.2 | -0.1 | 46 | 2%
CCc1nnc(NC(=O)CN2C(=O)NC3(CCCC3)C2=O)s1 | i | 1.3 | 1.1 | 48 | 1%
CC(Sc1ncn[nH]1)C(=O)c1c(N)n(C)c(=O)n(C)c1=O (stereo not drawn) | i | 0.7 | -2.2 | 57 | -3%
CC(N=C1NS(=O)(=O)c2ccccc21)C(=O)Nc1ccc(F)cc1Cl (stereo not drawn) | i | 0.7 | 3.6 | 63 | 3%
CC(C)NC(=O)Nc1cccc2c1O[C@H](CN(C)C(=O)NC(C)C)[C@@H](C)CN([C@H](C)CO)C2=O | i | 1.9 | 1.0 | 43 | 2%
O=C(NCC(c1ccc(F)cc1)N1CCOCC1)c1ccc(OCc2ccccc2)cc1 (stereo not drawn) | i | 1.2 | 0.1 | 46 | -3%

The listing continues.
SMILES | Myeloid diff MLP | Myeloid diff MLP GFP+ MAC1+ % | NTR1 agonist | NTR1 agonist cell count 20 µM | MgcRacGAP inhibition
COc1ccccc1CNC(=O)COC(=O)c1ccc(C(=O)c2ccccc2)cc1 | i | 0.7 | 0.3 | 57 | 2%
Cc1cccc(N2CC(C(=O)OCC(=O)c3c(N)n(CC(C)C)c(=O)n(C)c3=O)CC2=O)c1C (stereo not drawn) | i | 1.3 | 1.7 | 64 | 5%
CCOc1ccc(OCCCC(=O)N(CC)CC(=O)Nc2c(F)cccc2F)cc1 | i | 0.4 | 3.6 | 53 | 5%
CCOCc1c(C(=O)Nc2ccc3nc(N4CCOCC4)sc3c2)oc2ccccc12 | i | 0.5 | 19 | 57 | 9%
c1ccc([C@H]2CN3C(=N2)Sc2ccccc23)cc1 | i | 1.5 | -1.2 | 55 | 7%
CC(C)[C@H](NC(=O)c1ccccc1Cl)C(=O)OCC(=O)NCc1ccc2c(c1)OCO2 | i | 0.3 | -1.4 | 63 | 5%
CC(C)(C)OC(=O)N1CCC(NC(=O)c2ncn(Cc3ccccc3)c2C(=O)NC2CCN(C(=O)OC(C)(C)C)CC2)CC1 | i | 0.7 | 5.3 | 52 | -6%
COc1ccc(CCC(=O)Nc2cccc(S(=O)(=O)N3CCCC3)c2)cc1OC | i | 1.4 | 2.1 | 68 | 6%
O=C1C=C(c2cc3ccccc3s2)CCC1 | i | 1.9 | -0.3 | 82 | 5%
O=C(Nc1cccc(C(=O)O)c1)/C(=C/c1cccc([N+](=O)[O-])c1)NC(=O)c1cccc(Br)c1 | i | 0.8 | -1.2 | 38 | 0%
O=C(c1c(F)cccc1F)N1CCN(S(=O)(=O)c2ccc3c(c2)OCCO3)CC1 | i | 1.9 | 0.4 | 52 | 7%
CSCCC(NC(=O)c1ccccc1)C(=O)OCC(=O)NCc1ccco1 (stereo not drawn) | i | 0.5 | -0.3 | 54 | 4%
Cc1cccc2sc(NC(=O)CCNC(=O)c3ccco3)nc12 | i | 0.6 | 0.0 | 76 | 3%
O=C(COC(=O)C1(c2ccc(F)cc2)CCCC1)N1CCNC1=O | i | 0.2 | 0.1 | 89 | 3%
COc1ccc([C@H]2CC(=O)C=C(c3ccc(Cl)c(F)c3)C2)cc1 | i | 2.1 | 3.4 | 48 | 8%
OCC1=C[C@@H](O)[C@@H]2C=CO[C@@H](O[C@@H]3O[C@H](CO)[C@@H](O)[C@H](O)[C@H]3O)[C@H]12 | i | 4.4 | -1.0 | 75 | -3%
CN(C)C(=O)CCc1ccc2c3c([nH]c2c1)[C@]1(CCC2CCCC2)[C@@H](C(=O)N2CCOCC2)C[C@H](CC(=O)NCC24CC5CC(CC(C5)C2)C4)C(=O)N1CC3 | i | 0.8 | 16 | 45 | 10%
CCN(Cc1ccc2c(c1)OCCO2)C(=O)CN1C(=O)NC2(CCc3ccccc32)C1=O (stereo not drawn) | i | 2.0 | -1.8 | 60 | 6%
CCOc1ccc(C(=O)NNC(=O)c2cc(S(=O)(=O)N3CCOCC3)ccc2Cl)cc1 | i | 0.8 | 0.8 | 42 | 6%
CC(C)(C)OC(=O)C[C@@H]1C/C=C\C[C@H](CC(=O)N(CCO)Cc2ccccc2)C(=O)N[C@H](Cc2ccccc2)COC1=O | i | 0.5 | 0.9 | 67 | -1%
CCOC(=O)C1CCN(S(=O)(=O)c2ccc3c4c(cccc24)C(=O)N3CC)CC1 | i | 1.1 | -2.7 | 61 | -3%
Cc1cc(C(F)(F)F)nn1CC(=O)N(C)C1CCCCC1 | i | 1.0 | 0.4 | 38 | 14%
O=C(/C=C/c1ccc(S(=O)(=O)N2CCOCC2)cc1)Nc1cc(F)ccc1F | i | 2.0 | -0.8 | 54 | -5%
CCc1cc(C(=O)Nc2ccccc2N2CCOCC2)sc1C | i | 1.1 | 1.0 | 61 | 5%
COC(=O)[C@@]12CCCCN1[C@H](c1ccc(-c3ccccc3)c(OC)c1)[C@H]1C(=O)N(C)C(=O)[C@H]12 | i | 0.8 | 2.0 | 51 | 2%
CCOC(=O)Cn1c(CN(C)Cc2ccccc2)nc2c1c(=O)n(C)c(=O)n2C | i | 0.8 | 0.2 | 93 | 8%

Arranged by the number under Myeloid diff MLP GFP+ MAC1+ % (falling): three of the compounds above.
SMILES	Myeloid diff MLP GFP+ MAC1+ %
CCc1cc(C(=O)Nc2ccccc2N2CCOCC2)sc1C	1.1
CCOCc1c(C(=O)Nc2ccc3nc(N4CCOCC4)sc3c2)oc2ccccc12	0.5
CC(C)[C@H](NC(=O)c1ccccc1Cl)C(=O)OCC(=O)NCc1ccc2c(c1)OCO2	0.3

Compound activity: PubChem BioAssay, several laboratories
